# KB-V1 cytotox: kills drug-selected multidrug resistant KB-V1 cells; 3.4% of 400,000 active; KB-V1 MDR cells viability, CellTiter-Glo, 72 h; Potency, µM (doses to about 46.1 µM), without a hit: at the top dose activity change, negative = cytotoxicity, actives largely listed as cytotoxic; AID 1347076; further: potency means the concentration at half of the fitted maximal effect; on the % scale 0 is the no-effect control and ±100 the full control effect; nearly all actives have a fitted effect of over 60% in size
#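 KB-V1 MDR subline cells in DMEM (phenol-red free, 10% FBS) exposed to compounds in qHTS concentration series for 72 h at 37 degrees C. Viability read by CellTiter-Glo luminescence; concentration-effect curves fitted after normalization and correction.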
# PTHR1 ag: activates the human parathyroid hormone receptor PTHR1. Potency, µM (series often up to 115 µM), without a hit: at the top dose activation, actives largely listed as activators. 0.075% of 410,000 active. Q03431. HEK293 GP2 PTHR1 cells, GloSensor cAMP luminescence, 1 h; further: potency means the concentration at half of the fitted maximal effect; nearly all actives have a fitted effect of over 55% in size; some results filed as inactive show a strong effect at the top dose; inactives centre near -15; many of its hits are not listed in these tables
# Target sequence (Q03431 whole entry, looked up): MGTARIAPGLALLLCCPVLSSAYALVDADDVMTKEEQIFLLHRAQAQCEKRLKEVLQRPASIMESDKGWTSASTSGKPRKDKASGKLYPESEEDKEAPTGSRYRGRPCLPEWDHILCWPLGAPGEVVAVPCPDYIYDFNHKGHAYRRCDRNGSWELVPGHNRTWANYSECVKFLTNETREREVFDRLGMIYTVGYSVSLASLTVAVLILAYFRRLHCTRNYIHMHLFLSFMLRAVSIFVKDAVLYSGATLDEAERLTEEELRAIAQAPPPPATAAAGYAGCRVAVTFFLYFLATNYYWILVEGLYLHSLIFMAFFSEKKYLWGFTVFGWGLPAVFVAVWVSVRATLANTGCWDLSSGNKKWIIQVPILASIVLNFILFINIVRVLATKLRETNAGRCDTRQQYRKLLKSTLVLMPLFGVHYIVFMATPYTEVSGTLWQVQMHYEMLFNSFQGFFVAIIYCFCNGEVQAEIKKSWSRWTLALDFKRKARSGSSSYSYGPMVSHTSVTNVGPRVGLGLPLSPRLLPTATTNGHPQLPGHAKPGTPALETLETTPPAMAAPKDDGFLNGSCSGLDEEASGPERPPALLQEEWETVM
#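 HEK-293-derived GP2 cells expressing PTHR1 and a GloSensor cAMP reporter, 3,000/well, plated overnight, given luciferin plus IBMX (each 0.5 mM as added) for 1 h at 37 °C, then compound for 1 h at 37 °C. Luminescence was read after 15 min at room temperature.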
# aSyn yeast inh: rescues yeast growth from alpha-synuclein toxicity | AID 652106 | 0.14% of 370,000 active | Potency, µM (top dose mostly 46.1 µM), inactives show top-dose growth rescue (activation), most hits filed as activators | Yeast expressing alpha-synuclein, growth rescue, BacTiter-Glo, 24 h; further: potency means the concentration at half of the fitted maximal effect; % of control where 0% means no effect; nearly all actives have a fitted effect of over 65% in size
#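 Rescue of yeast growth: cells expressing toxic alpha-synuclein, induced in galactose at OD600 0.02, incubated with compound 24 h at 30 C. ATP luminescence quantified growth; inhibitors of toxicity appear as activators.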
# D3 antag: antagonists of human D3 dopamine receptor; P35462; D3R cells, DiscoveRx beta-arrestin luminescence, antagonist mode; hits give low values; max response, negative = inhibition, %; 2.5% of 360,000 active; AID 652054; in the data active means max response below about -50%; inconclusive means no clear call, values can overlap the other calls; further: on the % scale 0 is the no-effect control and ±100 the full control effect; mostly tested at two doses, the higher about 12 µM
#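 Cells plated overnight at 1500 cells/well, then exposed to library compounds with dopamine controls for 90 minutes at 37 degrees C. DiscoveRx reagent added for 30–60 minutes at room temperature; luminescence read, quantitative HTS format.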
# GLP1R ag: agonists of human GLP-1 receptor | P43220 | HEK293 GLP-1R CRE-luciferase, luminescence, 4-6 h; cells express a hypersensitive GLP-1R form | Potency, µM (highest dose often 45.6 µM), inactives show at the highest dose activation, most hits filed as activators | 0.007% of 380,000 active | AID 624172; further: potency means the concentration at half of the fitted maximal effect; % of control where 0% means no effect
# Target sequence (P43220 whole entry, looked up): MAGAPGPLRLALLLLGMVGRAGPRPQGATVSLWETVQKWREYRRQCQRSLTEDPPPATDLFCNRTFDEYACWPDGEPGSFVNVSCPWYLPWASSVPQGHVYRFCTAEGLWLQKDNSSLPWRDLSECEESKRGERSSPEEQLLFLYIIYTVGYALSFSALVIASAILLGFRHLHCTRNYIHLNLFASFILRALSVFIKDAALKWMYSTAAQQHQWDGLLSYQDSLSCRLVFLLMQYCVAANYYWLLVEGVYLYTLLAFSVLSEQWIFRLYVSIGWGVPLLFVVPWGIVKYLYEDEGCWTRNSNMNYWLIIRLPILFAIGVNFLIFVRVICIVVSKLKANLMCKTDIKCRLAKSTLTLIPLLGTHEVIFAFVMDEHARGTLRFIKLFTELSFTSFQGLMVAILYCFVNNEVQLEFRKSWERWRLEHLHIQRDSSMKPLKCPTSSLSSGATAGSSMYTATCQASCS
# GLP1R cytotox: cytotoxicity in counter-screen for GLP-1R inverse agonists; 0.13% of 410,000 active; HEK293 cAMP-luciferase reporter cells, luminescence, 24 h; Potency, µM (top dose mostly 38.3 µM), without a hit: at the top dose activity change, negative = inhibition, usual class: inhibitors; AID 624418;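 further: loss of luciferase light is scored as toxicity; potency means the concentration at half of the fitted maximal effect; on the % scale 0 is the no-effect control and ±100 the full control effect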
#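 MLSMR compounds, 24 hr on cells at 37 deg C/5% CO2; luminescence after luciferase reagent (12 min RT). Inhibition counted as the undesired cytotoxic outcome.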
# GLP-1R inv ag: acts as inverse agonist at human GLP-1 receptor | HEK293 GLP-1R CRE-luciferase, luminescence, 24 h; GLP-1R form is constitutively active | Potency, µM (highest dose often 38.3 µM), for the others: at the highest dose activity change, negative = inhibition, hits mostly inhibitors | P43220 | 1.6% of 410,000 active; further: potency means the concentration at half of the fitted maximal effect; on the % scale 0 is the no-effect control and ±100 the full control effect; nearly all actives have a fitted effect of over 55% in size
#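 Constitutively active GLP-1R drives a cAMP-responsive luciferase in stably transfected HEK293 cells; test compounds are added after overnight (12 h) attachment and left 24 hr, and signal loss in luminescence marks inhibition.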
# DRD3 agonist: D3 dopamine receptor (human) agonism. P35462. max activation, %. D3R DiscoveRx beta-arrestin cells, luminescence, 90 min. 0.58% of 410,000 active; in the data active means max activation above about 30%; further: 0% is about no effect; mostly tested at two doses, the higher about 12 µM
#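 Cells at 1500/well, incubated overnight, then treated with pinned compounds (dopamine as control) for 90 min at 37 degrees C. DiscoveRx reagent added for 30 - 60 minutes at room temperature; luminescence read.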
# TDP43 rescue: TDP-43 toxicity inhibition in yeast. TDP-43 expressing yeast growth rescue, BacTiter-Glo, 24 h. Potency, µM (series often up to 46.1 µM), for inactives: at the highest dose growth rescue (activation), actives largely listed as activators. 1.8% of 410,000 active; further: potency means the concentration at half of the fitted maximal effect; % of control where 0% means no effect; nearly all actives have a fitted effect of over 50% in size
#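 Yeast expressing TDP-43 (pregrown in raffinose, seeded at OD600=0.02 in galactose medium) exposed to compounds 24 hr at 30 deg C. Growth read by BacTiter-Glo luminescence; rescue of toxicity appears as increased signal.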
# Starred values were filed as active, the others as inactive; i = inactive; ? = inconclusive; nt = no result given; [ ] = dose if it differs, or a comment. Unless noted, the call rests on the fitted dose curve; in most records, active means well fitted curve in the direction sought with a large enough effect; inconclusive means small, poorly fitted or top-dose-only effect, or another doubt; inactive means no such curve, though single readings can be large; an effect the other way counts as inactive or inconclusive. Only part of the results is shown; the hit share may differ from the screen's.
1: O=C(CSc1nc2ccccc2c(=O)n1-c1ccccc1)c1cccc([N+](=O)[O-])c1
2: COc1ccc(S(=O)(=O)N2CCSCC2)cc1C(N)=O
3: O=S1(=O)CC(O)C(N2CCCCC2)C1 (stereo not given)
4: CCOc1cc(C(=O)N(CC)CC(=O)Nc2c(F)cccc2F)ccc1OCC(=O)N1CCOCC1
5: CCC(Sc1nc2ccccc2[nH]1)C(=O)Nc1ccc(NC(C)=O)cc1 (stereo not given)
6: CC1CCN(c2ccc(C(F)(F)F)cc2N)CC1
7: Cc1csc(SCC(=O)Nc2ccc(C)c(S(=O)(=O)N(C)C)c2)n1
8: COC(C[C@H](O)CC(=O)[C@@H](C)OCc1ccccc1)OC
assay / entry	1	2	3	4	5	6	7	8
aSyn yeast inh	-1%	-3%	-7%	-7%	4%	-1%	0%	-7%
KB-V1 cytotox	-11%	6%	?	2%	0%	11%	-23%	-2%
DRD3 agonist	4	-3	1	-15	7	7	2	0
GLP-1R inv ag	11%	5%	10%	5%	-11%	12%[0.307 µM]	4%	14%
D3 antag	3	14	21	-5	4	12	4	?
GLP1R cytotox	-6%	-7%	0%	-9%	-1%	12%[0.307 µM]	5%	-3%
PTHR1 ag	i	i	i	-5%	i	-16%	-24%	4%
GLP1R ag	10%	9%	4%	-3%	12%	-13%	9%	5%
TDP43 rescue	8%	1%	3%	-8%	-15%	14%	?	18%

9: COc1ccc(-c2nc(-c3ccccc3OC)no2)cc1OC
10: CC1CCc2c(sc(NC(=O)c3ccccc3)c2C(=O)Nc2ccccc2)C1 (stereo not given)
11: Cc1sc2nc(Cc3ccccc3)[nH]c(=O)c2c1-c1ccccc1
12: O=C(Cn1nc([N+](=O)[O-])nc1Br)NC(c1ccccc1)c1ccccc1
13: CCOC(=O)C1=C(O)CSC1=Nc1ccccc1
14: Cc1cc(C(F)(F)F)c(C#N)c(SCC(=O)Nc2nc3ccccc3s2)n1
15: CC1(C(=O)NS(=O)(=O)c2ccc(Cl)cc2)CCN1C(=O)C/C=C/c1ccccc1 (stereo not given)
16: Cc1ccc(C(=O)N/C(=C\c2ccco2)C(=O)NCCCn2ccnc2)cc1C
assay / entry	9	10	11	12	13	14	15	16
aSyn yeast inh	-1%	nt	1%	1%	-11%	7%	2%	-8%
KB-V1 cytotox	6.5µM*	0%	4%	-7%	-27%	?	0%	9%
DRD3 agonist	-18	10	-18	-2	7	-6	-5	4
GLP-1R inv ag	109%[activator]	-4%	7%	4%	50%[activator]	-29%	6%	5%
D3 antag	-29	nt	-1	-1	13	-6	8	1
GLP1R cytotox	-4%	-4%	7%	-6%	-6%	149%[activator]	-2%	6%
PTHR1 ag	-9%[57.5 µM]	-22%	-2%	-9%	-7%[57.5 µM]	-42%[inhibitor]	7%	i
GLP1R ag	?	nt	0%	-2%	18%	-9%	-9%	2%
TDP43 rescue	-8%	?	-28%	24%	13%	7%	-12%	-20%

17: C/C(=N\NC(=O)c1cccc([N+](=O)[O-])c1)c1cccs1
18: CCOC(=O)c1c(NC(=O)COC(=O)Cn2cnc3c2c(=O)n(C)c(=O)n3C)sc(C)c1CC
19: C[C@@H]1CNC(=O)c2c(C(=O)NCc3ccc(CNC(=O)OC(C)(C)C)cc3)ncn21
20: O=c1[nH]ccc2c([N+](=O)[O-])cccc12
21: O=C(OCc1ccccc1)N1C=CCC[C@@H]1c1c(Cl)cccc1Br
22: O=C1CCN(Cl)C(=O)N1Cl
23: Cc1ccc(-n2c(C)nnc2SCC(=O)Nc2ccccc2)cc1
24: Cc1cccc(NC(=S)Nc2ccccn2)c1C
assay / entry	17	18	19	20	21	22	23	24
aSyn yeast inh	-9%	3%	-13%	0%	10%	1%	1%	-8%
KB-V1 cytotox	-3%	?	17%	-1%	15%	2%	-12%	12%
DRD3 agonist	-5	2	4	-1	-4	-11	-4	1
GLP-1R inv ag	61%[activator]	7%	13%	36%[activator]	?	-23%	-12%	11%
D3 antag	-20	3	22	-5	0	0	1	9
GLP1R cytotox	-2%	0%	4%	3%	1%	11%	10%	?
PTHR1 ag	i	i	-38%[inhibitor]	i	-12%	-2%	i	-10%
GLP1R ag	20%	6%	5%	15%	4%	-5%	-4%	-1%
TDP43 rescue	-4%	-7%	16%	1%	20%	-13%	-9%	9%

25: O=C(COc1ccccc1)NCC(=O)N1CCCC(C(F)(F)F)C1 (stereo not given)
26: O=S1(=O)N=C2CCCCCN2C(c2ccncc2)N1 (stereo not given)
27: CC1=C(C(=O)OC2CCCC2)C(c2ccc(Cl)cc2)CC(=O)N1 (stereo not given)
28: O=C(CN1CCN(c2ncccn2)CC1)Nc1ccccc1C(F)(F)F
29: COc1ccc(-c2noc(C3CCCN(C(=O)c4cccc(F)c4)C3)n2)cc1 (stereo not given)
30: CCOc1ccccc1OCCCC(=O)Nc1ccc(S(=O)(=O)Nc2cc(C)nc(C)n2)cc1
31: O=C(Nc1cc(Cl)ccc1Cl)c1cc(S(=O)(=O)N2CCCc3ccccc32)ccc1F
32: Cc1cccc(NC(=O)[C@H](NC(=O)[C@@H]2Cc3ccccc3CN2)c2ccccc2)c1
assay / entry	25	26	27	28	29	30	31	32
aSyn yeast inh	8%	-5%	nt	10%	0%	-1%	nt	0%
KB-V1 cytotox	-1%	23%	-3%	?	2%	4%	-6%	8%
DRD3 agonist	4	-9	4	5	9	1	-7	-20
GLP-1R inv ag	4%	2%	?	-29%	?	-4%	17%	?
D3 antag	12	15	nt	6	7	8	nt	-89*
GLP1R cytotox	8%	-12%	2%	-13%	1%	-34%	1%	?
PTHR1 ag	-4%	i	i	-2%	-18%	-4%	i	9%
GLP1R ag	1%	-5%	-2%	13%	12%	1%	nt	-4%
TDP43 rescue	18%	-10%	21%	-15%	-3%[1.82 µM]	6%	6%	-17%

33: Cn1c(=O)oc2cc(S(=O)(=O)CCC(=O)N3CCN(c4cccc(Cl)c4)CC3)ccc21
34: COc1ccc(CNC(=O)Cc2c(C)c3cc4c(C)coc4cc3oc2=O)cc1
35: COC(=O)C1CCN(C(=O)COC(=O)COc2ccc(C#N)cc2)CC1
36: CCOC(=O)N1CCN(Cc2oc(CO)cc(=O)c2O)CC1
37: c1csc(CNc2ncnc3sccc23)c1
38: CCc1nc2ccc(C(=O)NCCN(C)C)cn2c1N(CC)CCOC
39: COc1ccc(/C=C2\SC(N)=NC2=O)cc1Cl
40: O=C(NCc1ccccn1)c1nc(-c2ccc(C(F)(F)F)cc2)no1
assay / entry	33	34	35	36	37	38	39	40
aSyn yeast inh	nt	nt	-4%	-11%	-2%	-2%	-3%	0%
KB-V1 cytotox	-16%	nt	1%	16%	-2%	2%	18%	-18%
DRD3 agonist	9	12	-6	1	8	5	-4	-17
GLP-1R inv ag	-7%	1%	8%	-2%	0%	30%	61%[activator]	1%
D3 antag	nt	nt	-4	7	-4	10	-4	-12
GLP1R cytotox	0%	2%	-3%	-2%	6%	-8%	0%	-6%
PTHR1 ag	i	i	i	21%[57.5 µM]	-22%	-20%	i	?
GLP1R ag	nt	nt	0%	-21%	9%	0%	3%	11%
TDP43 rescue	12%	10%	-37%[inhibitor]	11%	14µM*	18%	-25%	-11%[0.397 µM]

# Retrieved by compound from above:
21: O=C(OCc1ccccc1)N1C=CCC[C@@H]1c1c(Cl)cccc1Br
29: COc1ccc(-c2noc(C3CCCN(C(=O)c4cccc(F)c4)C3)n2)cc1 (stereo not given)
26: O=S1(=O)N=C2CCCCCN2C(c2ccncc2)N1 (stereo not given)
19: C[C@@H]1CNC(=O)c2c(C(=O)NCc3ccc(CNC(=O)OC(C)(C)C)cc3)ncn21
assay / entry	21	29	26	19
aSyn yeast inh	10%	0%	-5%	-13%
KB-V1 cytotox	15%	2%	23%	17%
DRD3 agonist	-4	9	-9	4
GLP-1R inv ag	?	?	2%	13%
D3 antag	0	7	15	22
GLP1R cytotox	1%	1%	-12%	4%
PTHR1 ag	-12%	-18%	i	-38%[inhibitor]
GLP1R ag	4%	12%	-5%	5%
TDP43 rescue	20%	-3%[1.82 µM]	-10%	16%

# Further compounds follow:
41: OCCNc1nc2ccccc2nc1NCCO
42: CC1CCN(CC(=O)NNC(=O)c2cccc(Br)c2)CC1
43: CC1(C)Cc2c(cnn2-c2ccccc2)C(=O)/C1=N\NC(=O)c1ccncc1
44: O=C(NC1CCCCC1)C(c1ccccc1F)n1c(=O)c(-c2cc3ccccc3[nH]2)nc2ccccc21 (stereo not given)
45: Nc1nc(Cl)cc(Oc2ccc(Cl)cc2)n1
46: CCCOC(=O)c1cc(=O)[nH]c2ccccc12
47: COC(=O)[C@@H](NCc1ccc(OC)c(B(O)O)c1)C(C)C
48: O=C1c2ccccc2C2(c3ccccc3)NCCN12 (stereo not given)
49: COc1ccc(N(CC(=O)NCCSc2ccccc2)S(C)(=O)=O)cc1
50: COc1ccc(NC(=O)C(=O)NCC2CCCN2S(=O)(=O)c2cccs2)cc1 (stereo not given)
51: CCn1c(O)c(N=NC(=O)CNC(=O)/C=C/c2ccccc2)c2ccccc21
assay / entry	41	42	43	44	45	46	47	48	49	50	51
aSyn yeast inh	0%	0%	-2%	5%	-1%	-1%	-7%	1%	-1%	-5%	9%
KB-V1 cytotox	12%	3%	-20%	?	-1%	?	-4%	-26%	-16%	?	-2%
DRD3 agonist	5	-34	0	1	-5	0	12	-12	24	-2	-5
GLP-1R inv ag	-3%	-12%	0%	?	5%	28%	5%	0%	12%	?	-5%
D3 antag	10	-50*	5	2	6	1	14	17	-3	11	?
GLP1R cytotox	5%	-9%	49%[activator]	nt	4%	-15%	4%	-2%	14%	-42%	-4%
PTHR1 ag	i	i	-33%[inhibitor][57.5 µM]	-15%	-22%	-18%	6%	i	i	i	i
GLP1R ag	9%	10%	4%	nt	5%	8%	11%	-3%	8%	0%	-1%
TDP43 rescue	-6%	-13%	-22%	?	21%	9%	18%	-13%	-2%	22%	-16%

# Compound activity deposited in PubChem by National Center for Advancing Translational Sciences (NCATS).
